TLR4-MyD88 BLA = inhibitors of human TLR4-MyD88 binding | inhibition, % at 8.4 µM | AID 861 | 200,000 compounds, 0.18% hits | HeLa CL3-4 TLR4/MyD88 BLA complementation, FRET ratio; in the data active = inhibition above about 25%;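 note: 0% = vehicle and 100% = reference inhibitor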
Target sequence (O00206 whole entry, looked up): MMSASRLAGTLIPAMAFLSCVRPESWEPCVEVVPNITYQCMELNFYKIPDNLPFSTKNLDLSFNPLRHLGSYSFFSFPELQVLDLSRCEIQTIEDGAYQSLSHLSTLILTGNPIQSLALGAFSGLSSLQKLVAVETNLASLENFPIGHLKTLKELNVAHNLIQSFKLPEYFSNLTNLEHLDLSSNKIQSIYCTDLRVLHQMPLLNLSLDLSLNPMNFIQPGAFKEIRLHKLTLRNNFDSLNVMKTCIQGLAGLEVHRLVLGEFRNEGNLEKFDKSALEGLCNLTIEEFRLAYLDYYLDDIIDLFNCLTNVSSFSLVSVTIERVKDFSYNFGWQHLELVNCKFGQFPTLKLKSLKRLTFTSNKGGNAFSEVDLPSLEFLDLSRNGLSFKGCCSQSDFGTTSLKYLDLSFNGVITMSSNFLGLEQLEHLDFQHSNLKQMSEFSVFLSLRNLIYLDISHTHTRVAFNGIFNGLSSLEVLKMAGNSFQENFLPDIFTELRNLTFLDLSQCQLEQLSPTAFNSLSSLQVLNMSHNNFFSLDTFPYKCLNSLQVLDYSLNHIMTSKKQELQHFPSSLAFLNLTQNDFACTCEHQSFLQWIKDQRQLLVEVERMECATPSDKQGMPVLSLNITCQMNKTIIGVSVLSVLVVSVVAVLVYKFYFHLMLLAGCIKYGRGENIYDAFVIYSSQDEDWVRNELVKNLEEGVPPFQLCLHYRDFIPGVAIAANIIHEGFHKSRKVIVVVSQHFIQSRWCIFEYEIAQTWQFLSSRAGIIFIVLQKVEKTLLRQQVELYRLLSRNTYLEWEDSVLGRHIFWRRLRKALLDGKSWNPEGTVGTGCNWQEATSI
Target sequence (Q99836 whole entry, looked up): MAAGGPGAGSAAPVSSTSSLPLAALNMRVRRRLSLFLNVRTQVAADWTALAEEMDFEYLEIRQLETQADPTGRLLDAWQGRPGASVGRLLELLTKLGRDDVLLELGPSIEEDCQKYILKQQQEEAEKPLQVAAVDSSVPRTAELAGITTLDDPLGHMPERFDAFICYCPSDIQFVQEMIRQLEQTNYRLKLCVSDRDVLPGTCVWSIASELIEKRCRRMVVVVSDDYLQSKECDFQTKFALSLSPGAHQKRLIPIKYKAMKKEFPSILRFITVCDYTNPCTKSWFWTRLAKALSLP
APP 5'UTR act = activates APP 5'UTR luciferase reporter; activation, % at 2 µM; 190,000 compounds, 1% hits; SH-SY5Y APP 5'UTR luciferase reporter, luminescence; zero percent = DMSO vehicle wells;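 active = activation above a set limit, based on mean plus 3 SD of controls, cut at about 140% in these data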; note: values of inactives mirror those of a sister screen read the other way
NF-kB neuron act = compounds increasing NF-kB expression in human neuronal cells | NF-kB reporter expression; active compounds read high | fold change at 12.5 µM | 190,000 compounds, 1.6% hits | AID 1239; in the data active = fold change above about 3.3
Diaph act CS = activates diaphorase or chemically reduces, flagging diaphorase assay artifacts. Diaphorase/resazurin coupled assay, resorufin fluorescence, 16 min; active compounds read high; 1 = vehicle wells, 0 = NADH-free wells. activation factor at 20 µM. 190,000 compounds, 0.005% hits;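 active = diaphorase activity raised at least twofold by the compound at 20 µM; inactive = activation factor below 2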
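Material: bacterial diaphorase enzyme (C. kluyveri); amount: enzyme 0.07 U/mL final; reagent: NADH substrate 0.114 mM plus resazurin dye 0.1 mM, final; doses: single compound dose of 20 µM, 1% DMSO final; timing: 16 min enzyme reaction, ambient temperature; measured by: fluorescence of resorufin, 544 nm excitation, 590 nm emission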
FLuc act counter = affects firefly luciferase, flagging false hits in luciferase stimulation screens; AID 1027; activation factor at 10 µM; P08659; ATPlite luciferase biochemical, luminescence, 10 min; 0 = ATP-free wells, 1 = DMSO control; 200,000 tested, under 10 active;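 active = luciferase activation factor, scaled between plate controls, of at least 2 with compound at 10 µM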
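Assay system: Luciferase/luciferin reagent mix; Medium: PBS as buffer for the ATP substrate; Dosing: test compounds dosed from 2 mM stocks in 100% DMSO; Times: 10 min, room temperature; Signal: luminescence from luciferase reaction; Read-out: luciferase activation; Controls: No-ATP low control, compound-free enzyme-plus-ATP high control.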
STAT1 activator = STAT1 signaling activation; NIH 3T3 STAT1-luciferase reporter, IFN-gamma, luminescence; 100% = IFN-gamma alone, no compound; activation (% of control), % at 5.5 µM; 200,000 compounds, 2.6% hits;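 active = activation above the screen-wide mean activation plus 3 SD, cut at about 130% in these data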;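 note: raw ratio to IFN-gamma control signal so 100% means no change and 0% no light; values of inactives mirror those of a sister screen read the other way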
APP 5UTR inh = APP translation inhibition. SH-SY5Y APP 5'UTR-luciferase reporter, luminescence. inhibition, % at 2 µM. 190,000 compounds, 0.82% hits;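 active = inhibition above a set limit, derived from the sample mean plus 3 SD, cut at about 45% in these data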; note: values of inactives mirror those of a sister screen read the other way
Diaphorase inh = diaphorase inhibition or chemical oxidation counter-screen. diaphorase resazurin-to-resorufin fluorescence, NADH, 16 min; bacterial (C. kluyveri) enzyme, not human. inhibition, % at 20 µM. 190,000 compounds, 0.69% hits. AID 1217;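 active = primary screen inhibition at 20 µM above a set limit, cut at about 50% in these data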;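 note: plate controls were DMSO with full reaction for no effect and wells lacking NADH for full effect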
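Test system: bacterial diaphorase enzyme (C. kluyveri); Quantity: 0.14 U/mL diaphorase, enzyme working solution; Times: reaction incubation of 16 min at room temperature; Measured by: fluorescence of resorufin formed from resazurin, Ex 544/Em 590 nm; Benchmarks: positive control minus NADH, DMSO neutral control.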
FLuc inhib CS = Photinus pyralis luciferase inhibition counter-screen; 200,000 compounds, 1.5% hits; inhibition, % at 10 µM; P08659; ATPLite firefly luciferase biochemical luminescence, 10 min;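 active = inhibition above about 50% when tested at 10 µM, limit read from the data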
G6PDH CS = inhibits Leuconostoc G6PDH, flagging false hits in G6PDH-based assays; Purified L. mesenteroides G6PDH, diaphorase/resazurin coupled fluorescence, 45 min; inhibition, % at 5 µM; 200,000 compounds, 0.12% hits; in the data active = inhibition above about 50%
An asterisk follows results filed as active; . = no result given; & = joins results of further samples. Rows are unselected; about 5.6% have a hit in one of these screens.

SMILES,Diaph act CS,NF-kB neuron act,FLuc act counter,Diaphorase inh,APP 5'UTR act,FLuc inhib CS,APP 5UTR inh,G6PDH CS,TLR4-MyD88 BLA,STAT1 activator
CCC(=O)Nc1ccc(NC(=O)c2c(C)nc3ccccn23)cc1,0.8,0.96,1,16,-2,-1,2,2,-5,103
COc1ccc(C2NC(=O)NC(O)(C(F)(F)F)C2C(=O)c2ccccc2)cc1OC (stereo not drawn),0.9,1.2,1,9,-5,-4,5,1,3,99
O=C(CSc1nc2ccccc2c(=O)n1C1CC1)NCc1ccccc1,0.8,0.9,1.1,16,6,-8,-6,11,-2,95
COc1ccc(NS(=O)(=O)c2cc(C)ccc2C)cc1,1,1.2,1.1,2,5,-10,-5,5,2,100
CNC(=O)NC(=O)C(OC(=O)c1cccc(S(=O)(=O)N2CCCCC2)c1)c1ccccc1 (stereo not drawn),0.7,1.2,1,28,-12,-3,12,20,9,102
COc1ccc(S(=O)(=O)N2CCCCC2)cc1NC(=O)Cc1c[nH]c2ccccc12,0.8,0.91,1,24,14,-2,-14,5,-3,91
Brc1ccc2c(c1)OCCOCCOCCOCCOCCO2,0.8,0.8,1.1,19,2,-6,-2,27,-3,96
Cc1ccc(Cl)cc1NC(=O)Nc1cccs1,0.9,1.2,1,9,0,1,0,-8,-8,80
CCOC(=O)c1oc2cccc(O)c2c1C,0.9,1.6,1,6,18,-2,-18,3,4,102
CCOC(=O)c1c(NC(=S)Nc2ccccc2)sc2c1CCCCC2,0.8,1.1,1.1,15,9,-7,-8,3,4,104
Cc1cccc2nc(CSc3ccccc3N)cn12,.,4.6*,.,.,132,.,-132,.,-9,140*
Cn1c(NC(=O)c2ccc(Cl)cc2)cc(=O)n(C)c1=O,1,1.1,1,1,10,-2,-10,-3,6,106
Cc1ccc(CSc2sc(C(=O)c3ccccc3)c(N)c2C#N)cc1,0.8,1.3,1.1,17,11,-9,-11,0,-3,101
O=C(NCc1ccncc1)c1cc(F)c(F)cc1Cl,0.9,1.3,1.1,10,5,-9,-5,9,-1,99
COc1cc(OC)cc(C(=O)N2CCN=C2SCc2cccnc2)c1,1,1,1.1,5,25,-7,-25,-4,-17,99
COC(=O)CC1C(=O)NCCN1C(=S)NC(=O)c1ccccc1[N+](=O)[O-] (stereo not drawn),0.9,1.2,1.1,10,6,-9,-6,-10,-8,102
O=C(O)c1cccc(NC(=O)c2ccc(S(=O)(=O)c3ccccc3)cc2)c1,0.9,1.2,1,13,12,2,-12,7,-12,86
CCCOC(=O)c1c(NC(=O)CCCn2nc([N+](=O)[O-])cc2C)sc(C(=O)OC)c1C,0.9,0.84,1.1,12,4,-9,-4,-21,3,107
CCOC(=O)N1CCC(Nc2cccc(SC)c2)CC1,0.8,0.86,1,22,8,1,-8,6,4,89
COc1ccc(OC)c(CN2C(=O)c3ccccc3C2C(=O)NCc2cccnc2)c1 (stereo not drawn),0.9,0.96,1,6,-6,-2,6,-5,-13,101
COC(=O)C(O)(CC(=O)Nc1ccc(Cl)cc1Cl)C(F)(F)F (stereo not drawn),0.8,.,1.1,22,19,-6,-20,3,4,96
COC(=O)Cn1ncc(N2C3CC(CC(C)(C)C3)C2C)c(Cl)c1=O (stereo not drawn),0.8,1.3,1.1,16,4,-6,-4,7,0,113
CCOC(=O)C1=C(N)OC2=C(C(=O)CC(C)(C)C2)C1c1ccco1 (stereo not drawn),0.9,1.1,1.1,15,-2,-7,2,22,-11,102
COc1ccccc1N1CCN(CC(O)COc2cccc3ccccc23)CC1 (stereo not drawn),0.9&0.9,0.89,1&1.1,14&13,-3,-4&-6,4,16&9,-4,96
COc1ccc(-c2cc(C(F)(F)F)nc(N3CCN(c4ccc(F)cc4)CC3)n2)cc1OC,0.9,1.3,1,6,-8,2,8,18,-14,102
NC(=O)NC(=O)CSc1nnc(-c2ccco2)n1Cc1ccccc1,0.8,1,1,16,12,-4,-12,4,-20,96
Cc1cc(C)nc(SCc2csc(-c3ccccc3)n2)n1,0.8,4.5*,0.7,17,146*,33,-146,-7,-14,169*
CN(C)c1cccc2c(C=C(C#N)C#N)ccc(N(C)C)c12,0.4,1.1,0.8,62*,-4,15,4,14,-1,103
COc1cc(NC(=O)c2cc(Cl)ccc2Cl)ccc1-c1cc2ccccc2oc1=O,0.9,1.1,1.1,13,13,-7,-13,9,4,103
O=C(O)c1ccccc1C(=O)Nc1ccccc1,0.8,1.1,1,16,-6,3,6,34,13,105

Continued; the last 5 above are carried over.
SMILES,Diaph act CS,NF-kB neuron act,FLuc act counter,Diaphorase inh,APP 5'UTR act,FLuc inhib CS,APP 5UTR inh,G6PDH CS,TLR4-MyD88 BLA,STAT1 activator
NC(=O)NC(=O)CSc1nnc(-c2ccco2)n1Cc1ccccc1,0.8,1,1,16,12,-4,-12,4,-20,96
Cc1cc(C)nc(SCc2csc(-c3ccccc3)n2)n1,0.8,4.5*,0.7,17,146*,33,-146,-7,-14,169*
CN(C)c1cccc2c(C=C(C#N)C#N)ccc(N(C)C)c12,0.4,1.1,0.8,62*,-4,15,4,14,-1,103
COc1cc(NC(=O)c2cc(Cl)ccc2Cl)ccc1-c1cc2ccccc2oc1=O,0.9,1.1,1.1,13,13,-7,-13,9,4,103
O=C(O)c1ccccc1C(=O)Nc1ccccc1,0.8,1.1,1,16,-6,3,6,34,13,105
O=C(NCc1cccnc1)c1c(O)c2cccc3c2n(c1=O)CCC3,1,1.1,1,0,-9,-4,9,8,-4,107
Cc1ccnc(NC(=O)c2ccc(Cl)c([N+](=O)[O-])c2)c1,1,2.1,0.8,5,19,18,-19,-4,-10,96
C/C(=N\Nc1ccccn1)c1ccc(C(C)C)cc1,1,2.7,0.8,-2,17,18,-17,2,-6,122
O=C(COC(=O)CCc1nc2ccccc2s1)Nc1ncc(Cl)cc1Cl,0.7,1.2,1,34,-2,-5,2,-14,-3,97
CCOC(=O)c1[nH]c2ccccc2c1N=CN(CC)CC,0.8,1.5,1.1,20,17,-7,-17,3,-7,92
Cc1ccc(-n2nnc3c(=O)n(CC(=O)c4ccccc4)cnc32)cc1,1,1,1,0,-11,-2,11,-15,0,107
Cc1nn(Cc2ccccc2)c(Cl)c1/C=N/NC(=O)c1cccnc1,0.9,0.8,0.9,11,-6,10,6,-2,-46,106
CCOC(=O)C1C(c2ccc(C)o2)NC(=O)NC1(O)C(F)(F)F (stereo not drawn),0.9,1.2,1,10,3,-2,-3,4,11,87
O=C(Nc1sc2c(c1C(=O)O)CCCCC2)c1ccccc1F,0.8,1.6,0.4,16,40,61*,-40,-8,-13,124
COC(=O)CC1SC(=O)NC1=O (stereo not drawn),0.9,1.1,1,7,-6,-5,6,3,-3,99
Cc1ccccc1C(=O)NN(C)c1nc2ccccc2nc1C(F)(F)F,1,1.2,1.1,-4,0,-6,0,6,7,97
COc1ccc(-c2nnc(SCC(=O)c3cccs3)o2)cc1,0.8,3.7*,0.8,18,72,20,-72,10,14,134*
COc1ccc(N=C2C(=Nc3ccc(OC)cc3)N(c3ccccc3)C(=S)N2C(=O)c2ccc(Cl)cc2)cc1,1,6.8*,1,0,10,4,-10,2,-7,118
Cn1cc([N+](=O)[O-])c(C(=O)NCC(=O)O)n1,0.9,0.9,1.1,12,-17,-7,17,-2,1,102
Cn1c(CN2CCN(CC#N)CC2)c(C#N)c2ccccc21,0.8,1.4,1.1,18,19,-5,-19,-2,-10,99
COc1ccc(CCNC(=O)c2ccc(CS(=O)(=O)c3ccc(C)cc3)o2)cc1OC,0.9,0.58,1.1,10,-21,-9,21,3,6,96
CCC(C)C(=O)Nc1ncc2c(n1)CC(c1cccs1)CC2=O (stereo not drawn),0.9,0.89,1.1,6,-1,-6,1,1,-11,97
O=C(COC(=O)/C=C/c1ccc(Cl)cc1Cl)NCc1ccco1,1,1.1,1,-1,-20,-3,20,1,1,100
CC1CCc2nc(NC(=O)CSc3nc4ccccc4o3)sc2C1 (stereo not drawn),0.8,0.38,1,19,134,-1,-134,-1,8,119
Cc1cccc(Nc2nnc(SCC(=O)NC(=O)Nc3ccc4c(c3)OCCO4)s2)c1,1,1.1,1,3,0,2,0,-2,-5,91

Part of the list above, with values under each structure.
Order of results – Diaph act CS	NF-kB neuron act	FLuc act counter	Diaphorase inh	APP 5'UTR act	FLuc inhib CS	APP 5UTR inh	G6PDH CS	TLR4-MyD88 BLA	STAT1 activator
O=C(NCc1cccnc1)c1c(O)c2cccc3c2n(c1=O)CCC3
  1	1.1	1	0	-9	-4	9	8	-4	107
Cc1ccnc(NC(=O)c2ccc(Cl)c([N+](=O)[O-])c2)c1
  1	2.1	0.8	5	19	18	-19	-4	-10	96
C/C(=N\Nc1ccccn1)c1ccc(C(C)C)cc1
  1	2.7	0.8	-2	17	18	-17	2	-6	122
O=C(COC(=O)CCc1nc2ccccc2s1)Nc1ncc(Cl)cc1Cl
  0.7	1.2	1	34	-2	-5	2	-14	-3	97
CCOC(=O)c1[nH]c2ccccc2c1N=CN(CC)CC
  0.8	1.5	1.1	20	17	-7	-17	3	-7	92
Cc1ccc(-n2nnc3c(=O)n(CC(=O)c4ccccc4)cnc32)cc1
  1	1	1	0	-11	-2	11	-15	0	107
